Screening results deposited in PubChem BioAssay by National Center for Advancing Translational Sciences (NCATS).
Menin-MLL TR inh – menin-MLL binding inhibition, Texas Red mutant peptide | Potency, µM (doses to about 61.6 µM), for the others: top-dose FP activity change, negative = inhibition, hits mostly inhibitors | O00255 | Menin + Texas Red MLL mutant peptide, fluorescence polarization | AID 1768 | actives 0.23% (n = 270,000); active = well fitted inhibition curve with a large enough effect in the polarisation, with a control signal flat, not every such curve was filed as active; inconclusive = small, poorly fitted or top-dose-only effect, or effect the other way, or a change in a side signal; inactive = no such curve, though single readings can be large or run the other way; the % refers to the polarisation; also: potency is read from the fitted curve at half-maximal effect; % of control where 0% means no effect; many of its hits are not listed in these tables
Target sequence (O00255 whole entry, looked up): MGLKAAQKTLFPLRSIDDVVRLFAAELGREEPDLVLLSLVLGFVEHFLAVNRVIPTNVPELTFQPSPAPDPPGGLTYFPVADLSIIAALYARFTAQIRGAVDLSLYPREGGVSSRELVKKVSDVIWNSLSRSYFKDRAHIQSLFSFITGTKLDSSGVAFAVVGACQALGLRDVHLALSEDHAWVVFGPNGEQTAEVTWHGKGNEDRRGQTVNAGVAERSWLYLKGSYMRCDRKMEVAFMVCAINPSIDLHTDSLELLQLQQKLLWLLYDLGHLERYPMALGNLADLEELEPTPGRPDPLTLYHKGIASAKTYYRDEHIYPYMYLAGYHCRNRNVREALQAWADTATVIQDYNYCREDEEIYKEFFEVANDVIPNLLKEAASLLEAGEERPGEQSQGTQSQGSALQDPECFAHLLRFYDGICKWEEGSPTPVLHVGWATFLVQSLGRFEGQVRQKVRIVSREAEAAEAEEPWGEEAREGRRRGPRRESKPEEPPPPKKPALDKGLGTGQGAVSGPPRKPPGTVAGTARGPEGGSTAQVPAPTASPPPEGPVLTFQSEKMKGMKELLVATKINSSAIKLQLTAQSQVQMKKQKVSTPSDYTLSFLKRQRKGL
NPC1 promoter act – NPC1 promoter activation; Potency, µM (titrated, usually from 9.22 µM), for the others: at the top dose activation, usual class: activators; Huh7 NPC1 promoter luciferase reporter, 24 h; actives 2.4% (n = 320,000);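 also: potency is read from the fitted curve at half-maximal effect; % of control where 0% means no effect; nearly all actives have a fitted effect of over 60% in size; reporter is driven by a mutant NPC1 promoter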
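Huh7 cells stably carrying NPC1 promoter–luciferase, plated in Opti-MEM with 10% FBS for 2 h, were exposed to compound in DMSO for 24 h at 37 °C; luciferase reagent was added for 10 min and luminescence read.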
Gal4-VP16 FLuc – counter-screen for ROR gamma inhibitors: Gal4-VP16 reporter; Drosophila S2 Gal4-VP16 UAS-luciferase, luminescence, 20 h; Potency, µM (doses to about 53.6 µM), for inactives: at the highest dose activity, negative = inhibition, usual class: inhibitors; actives 3.5% (n = 310,000); AID 2546;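 also: Gal4-VP16 expression switched on by copper sulfate through the metallothionein promoter; potency is read from the fitted curve at half-maximal effect; % is scaled to controls: 0 for no effect and ±100 for the full control effect; nearly all actives have a fitted effect of over 50% in size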
FLuc counter – counter-screen for miR-21 project: firefly luciferase inhibitors or activators. Potency, µM (doses to about 57.5 µM), for inactives: top-dose activity change, negative = inhibition, actives largely listed as inhibitors. purified FLuc, Km substrates, luminescence inhibition. actives 6.9% (n = 360,000);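 also: potency is read from the fitted curve at half-maximal effect; plate controls were vehicle for no effect and reference inhibitor for full effect; nearly all actives have a fitted effect of over 55% in size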
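Purified P. pyralis luciferase, 10 nM final, with Km-level 10 uM D-luciferin and 10 uM ATP in 50 mM Tris acetate pH 7.5, 10 mM Mg acetate, 0.01% Tween-20, 0.05% BSA; 6-point qHTS titration about 60 µM downward; luminescence read.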
BRCA1 expr act – BRCA1 expression activation | Potency, µM (doses to about 46.1 µM), for the others: at the top dose activation, usual class: activators | actives 1.1% (n = 380,000) | MCF7-BRCA1-FFLuc reporter, luminescence, 48 h; response scale: scaled: vehicle 0%, 10 µM genistein 100%; also: potency is read from the fitted curve at half-maximal effect; nearly all actives have a fitted effect of over 80% in size; some results filed as inactive show a strong effect at the top dose
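Cells: MCF7-BRCA1-FFLuc, 2000/well. Exposure: 48 h, 37 °C, 5% CO2. Read: luminescence, 15 min post-substrate. Controls: genistein 10 microM (maximal activation), DMSO (neutral).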
Giardia killer – Giardia lamblia killing; actives 0.15% (n = 340,000); Giardia lamblia trophozoite viability; activity change, % at 7.66 µM, hits read low; in the data active = activity change below about -80%; inconclusive = between about -30% and that limit;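 also: parasites exposed to compound for two days anaerobically before the ATP read; % is scaled to controls: 0 for no effect and ±100 for the full control effect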
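Anaerobic 48 hrs incubation at 37 deg C of 100 trophozoites/well with test compounds; ATPLite 1-Step luminescence, 15-30 min RT, reports cellular ATP as viability.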
p53 reactivation – mutant p53 re-activation in reporter cells. H1299 p53-A138V BP100-luciferase reporter, luminescence, 24 h. Potency, µM (top dose mostly 92.2 µM), for inactives: top-dose activity change, positive = activation, hits mostly activators. actives 0.063% (n = 320,000). AID 504706; also: potency is read from the fitted curve at half-maximal effect; % of control where 0% means no effect; nearly all actives have a fitted effect of over 45% in size
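H1299 (p53-null), stable ts p53-A138V + BP100-Luc; 1000 cells/well, Opti-MEM/10% FBS; cpd 4 pt, 1:5; 24 h, 37 deg C, 5% CO2; detection reagent 10 min RT; luminescence.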
RORgamma inh – inhibitors of mouse ROR gamma transcriptional activity | Potency, µM (top dose mostly 53.6 µM), inactives show top-dose activity change, negative = inhibition, actives largely listed as inhibitors | AID 2551 | Drosophila S2 Gal4-RORgamma UAS-luciferase reporter, 20 h | actives 5.4% (n = 310,000); also: potency is read from the fitted curve at half-maximal effect; % is scaled to controls: 0 for no effect and ±100 for the full control effect; nearly all actives have a fitted effect of over 60% in size
Target sequence (P51450 whole entry, looked up, the tested form may be a part): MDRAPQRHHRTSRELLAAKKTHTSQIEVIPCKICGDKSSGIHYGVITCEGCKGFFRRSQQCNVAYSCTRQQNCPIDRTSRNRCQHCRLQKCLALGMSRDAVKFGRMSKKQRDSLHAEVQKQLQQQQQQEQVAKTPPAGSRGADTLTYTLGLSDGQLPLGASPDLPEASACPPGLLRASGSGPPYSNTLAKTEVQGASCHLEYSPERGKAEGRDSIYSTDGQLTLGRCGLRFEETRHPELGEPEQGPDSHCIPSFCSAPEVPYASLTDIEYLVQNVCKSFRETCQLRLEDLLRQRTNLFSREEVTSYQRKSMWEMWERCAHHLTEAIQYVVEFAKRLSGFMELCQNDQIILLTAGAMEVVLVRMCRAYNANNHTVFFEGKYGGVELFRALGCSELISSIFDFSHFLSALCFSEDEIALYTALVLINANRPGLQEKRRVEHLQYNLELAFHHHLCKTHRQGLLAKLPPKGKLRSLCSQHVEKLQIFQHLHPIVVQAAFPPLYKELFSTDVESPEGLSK
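Drosophila S2 cells stably expressing Gal4-DBD/mouse RORγ fusion under metallothionein promoter plus UAS-luciferase; compound 1 h, then 700 uM CuSO4 induction for 20 h at ambient temperature; inhibition read as reduced luminescence.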
PKM2 act – PKM2 (human) enzyme activation. P14618. purified PKM2, Kinase-Glo ATP luminescence, activation; response scale: 0% is enzyme alone, no compound. Potency, µM (top dose mostly 57.5 µM), inactives show at the top dose activation, actives largely listed as activators. actives 0.34% (n = 260,000); also: potency is read from the fitted curve at half-maximal effect; % is scaled to controls: 0 for no effect and ±100 for the full control effect; nearly all actives have a fitted effect of over 55% in size
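hPK-M2, >95% pure; 0.1 mM ADP / 0.5 mM PEP final; imidazole pH7.2 buffer w/ 7 mM MgCl2, 50 mM KCl; 1 h RT; Kinase-Glo lum. Intermediate enzyme activity for dual inhibitor/activator qHTS.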
ELG1 genotox – inducers of genotoxicity in HEK293T ELG1-luciferase cells; HEK293T ELG1-luciferase reporter, luminescence, 16 h; Potency, µM (highest dose often 46 µM), for the others: at the highest dose activity change, positive = activation, actives largely listed as activators; actives 1.3% (n = 330,000); also: potency is read from the fitted curve at half-maximal effect; % of control where 0% means no effect; nearly all actives have a fitted effect of over 60% in size
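Luminescence read-out: rising ELG1-luciferase signal, reflecting elevated ELG1 protein under genetic stress, flags genotoxic compounds. Cells were treated for 16 hr at 37 °C before ONE-Glo detection.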
Rab9 promoter act – activates the Rab9 promoter. actives 2.8% (n = 320,000). Huh7 Rab9 promoter-luciferase reporter, luminescence, 24 h. Potency, µM (doses to about 9.22 µM), inactives show at the top dose activation, negative = inhibition, most hits filed as activators. AID 485297; also: potency is read from the fitted curve at half-maximal effect; % of control where 0% means no effect; nearly all actives have a fitted effect of over 60% in size
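Rab9 promoter-driven luciferase in stably transfected Huh7 cells; 1500 cells/well rested 2 h, exposed to compound in DMSO for 24 h at 37 °C, 5% CO2. Luminescence read 10 min after adding luciferase reagent at ambient temperature.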
Active calls of the source: *; ? = inconclusive; nt = no result given; & = joins results of further samples; [ ] = remark or other dose. Unless noted, calls follow the shape of the dose curve; as a rule, active = well fitted curve in the direction sought with a large enough effect; inconclusive = small, poorly fitted or top-dose-only effect, or another doubt; inactive = no such curve, though single readings can be large; an effect the other way counts as inactive or inconclusive. The list is partial. The share of hits here may be higher or lower than overall.

SMILES | Menin-MLL TR inh | NPC1 promoter act | Gal4-VP16 FLuc | FLuc counter | BRCA1 expr act | Giardia killer | p53 reactivation | RORgamma inh | PKM2 act | ELG1 genotox | Rab9 promoter act
CCSc1nnc(NC(=O)c2ccco2)s1 | -14% | 25% | nt | ? | 47% | -22 | 30% | -15%[0.365 µM] | -7% | ? | ?
Cc1nnsc1Sc1ccccn1 | 6% | -14% | 14% | 3% | 23% | 10 | 2% | -7% | 5% | 10% | 0%
CSc1nc(O)cc(=O)n1-c1ccc(F)cc1 | 2% | 0% | -1% | -11% | 15% | -3 | 2% | 8% | 1% | 0% | 1%
CC(=O)Nc1cccc(NC(=O)CSc2ncc(C(=O)Nc3ccc(F)cc3)c(=O)n2C)c1 | nt | -4% | nt | -8% | -12% | 8 | 5% | nt | nt | 7% | 4%
Cc1cc(C)c2c(CC(=O)NCCc3ccccc3)coc2c1 | -14% | -6% | -12% | -9% | 0% | -11 | 0% | 19% | -3% | -2% | -2%
CS(=O)(=O)N1CCc2cc(-c3csc(NC(=O)Cc4ccccc4)n3)ccc21 | -12% | -3% | -9% | ? | -70% | 9 | 8% | ? | 7% | -6% | -9%
COc1ccccc1N1CCN(Cc2cc(OC)c3c(c2)OCO3)CC1 | -10% | -2% | -9% | -1% | 0% | -2 | -3% | -6% | 0% | -6% | -5%
Nc1ccc(-c2nc3ccc(N)cc3[nH]2)cc1 | ? | ? | -27% | 15µM* | 16% | 1 | 11% | ? | -6% | -8% | ?
O=C(Nc1cccc(C(F)(F)F)c1)N(Cc1ccc(Cl)cc1)CC(O)C(F)(F)F (stereo not drawn) | ? | 0% | ? | 1% | -76% | 2 | 9% | ? | -3% | -11% | 4%
CC1(C(=O)OCC(=O)NCCNC(=O)COC(=O)C2(C)CC2(Cl)Cl)CC1(Cl)Cl (stereo not drawn) | nt | -1% | 0% | 2% | -22% | 18 | 2% | -15% | 10% | -6% | 10%
CCOC(=O)c1nc(N)sc1C(=O)OCC | 3% | -3% | -4% | 4% | -6% | -3 | 7% | 14% | 1% | 0% | 0%
COc1ccc([N+](=O)[O-])cc1CSc1ccccn1 | 5% | 0% | -4% | -2% | -10% | 3 | -2% | -23% | -13% | 8% | 5%

Complete entries from above. Screens in order: Menin-MLL TR inh | NPC1 promoter act | Gal4-VP16 FLuc | FLuc counter | BRCA1 expr act | Giardia killer | p53 reactivation | RORgamma inh | PKM2 act | ELG1 genotox | Rab9 promoter act
O=C(Nc1cccc(C(F)(F)F)c1)N(Cc1ccc(Cl)cc1)CC(O)C(F)(F)F (stereo not drawn) in the list: ? | 0% | ? | 1% | -76% | 2 | 9% | ? | -3% | -11% | 4%
Cc1nnsc1Sc1ccccn1 in the list: 6% | -14% | 14% | 3% | 23% | 10 | 2% | -7% | 5% | 10% | 0%
COc1ccccc1N1CCN(Cc2cc(OC)c3c(c2)OCO3)CC1 in the list: -10% | -2% | -9% | -1% | 0% | -2 | -3% | -6% | 0% | -6% | -5%
CC(=O)Nc1cccc(NC(=O)CSc2ncc(C(=O)Nc3ccc(F)cc3)c(=O)n2C)c1 in the list: nt | -4% | nt | -8% | -12% | 8 | 5% | nt | nt | 7% | 4%
COc1ccc([N+](=O)[O-])cc1CSc1ccccn1 in the list: 5% | 0% | -4% | -2% | -10% | 3 | -2% | -23% | -13% | 8% | 5%

(list continues)
SMILES | Menin-MLL TR inh | NPC1 promoter act | Gal4-VP16 FLuc | FLuc counter | BRCA1 expr act | Giardia killer | p53 reactivation | RORgamma inh | PKM2 act | ELG1 genotox | Rab9 promoter act
CCOC(=O)c1cc2c(=O)[nH]c(C(Cl)(Cl)Cl)nc2o1 | -7% | 1% | 3% | ? | -27% | 3 | 12% | 28% | -13% | 3% | -5%
COc1ccc(C(=O)Nc2nc3cc4c(cc3s2)OCCO4)c(OC)c1 | nt | -3% | 0.4µM* | 0.95µM* | -5% | 2 | 3% | 0.028µM* | 1% | ? | -3%
CC(/C=C/c1ccc2c(c1)OCO2)=N\NC(=O)C(O)c1ccccc1 (stereo not drawn) | nt | -3% | 20% | -16% | 8% | -10 | 4% | 16% | -2% | 0% | 0%
COc1cc(Cl)cc(/C=C/c2ccc3ccccc3n2)c1OC(C)=O | 8% | 2µM* | -15% | 6.7µM* | ? | 0 | ? | -23% | 0% | ? | 2.5µM*
S=C(c1nc2ccccc2[nH]1)N1CCOCC1 | -9% | -1% | 6.3µM* | -10% | 18% | 2 | 6% | 5µM* | -7% | -1% | -2%
C=CCN1CC2CC3(COc4cc(C)cc(C)c4)C=CC2(O3)C1=O (stereo not drawn) | -9% | 0% | 0% | 1% | -1% | 3 | -3% | 9% | -9% | -2% | -4%
Cc1ccc(S(=O)(=O)N2CCCC(C(=O)NCCc3ccc(S(N)(=O)=O)cc3)C2)cc1 (stereo not drawn) | 0% | 1% | -15% | 1% | -11% | -6 | -1% | 27% | nt | -6% | 0%
CC1Cc2ccccc2N1C(=O)c1cc2cccnc2n(C)c1=O (stereo not drawn) | nt | 3% | nt | -2% | -34% | -2 | -1% | nt | nt | 1% | -3%
CC1(C)Cc2c(c(N3CCOCC3)nc3sc4c(NCc5ccccc5)nnnc4c23)CS1 | 5% | -4% | -29% | 6% | -43% | -9 | -5% | 4% | 20% | -6% | -2%
COC(=O)CSc1ncnc2c1cnn2-c1ccc(C)cc1C | -11% | -2% | 7% | ? | 4% | -1 | 8% | -8% | 1% | -11% | -6%
CC1=C(C(=O)Nc2ccccn2)C(c2ccccc2)n2ncnc2N1 (stereo not drawn) | 2% | -2% | -9% | -2% | -8% | 4 | 4% | 11% | 1% | 1% | 0%
COCC(COS(N)(=O)=O)C(C)C (stereo not drawn) | 14% | -4% | -3% | 6% | -4% | 0 | 11% | 12% | 0% | -2% | -2%
Cc1cc(C)cc(NC(=O)NCC2CCN(Cc3cc(C)ccc3C)CC2)c1 | ? | 0% | -1% | 1%&-1% | 0% | -5 | -5% | -18% | nt | -1% | -1%
COCCn1c(SCC(=O)N2CCCc3ccccc32)nc2ccccc2c1=O | -13% | 0% | -15% | -1% | -46% | 22 | -5% | -4% | 11% | -5% | 3%
Cc1cc(=O)oc(C)c1C(=O)NCCNC(=O)c1c(C)cc(=O)oc1C | 1% | -5% | 0% | 0% | -13% | -11 | -6% | -11% | 4% | 2% | -4%
O=C(Nc1cccc(-c2nc3ncccc3o2)c1)c1sc2ccccc2c1Cl | nt | ? | -2% | 1.3µM* | ? | 0 | 2% | -13% | -3% | -1% | ?
CSc1nc2c(c(=O)[nH]c(=O)n2C)n1C/C=C(\C)Cl | -3% | -4% | -5% | 7% | -18% | -4 | -3% | -5% | 0% | -5% | -11%
COc1cc2cc(CCOC(=O)N3CCCCC3)oc(=O)c2cc1OC | nt | -2% | nt | 3% | 13% | -15 | 8% | nt | nt | 4% | -2%
COc1ccc(-c2csc(Nc3ccc(O)cc3)n2)cc1 | ? | ? | 13µM* | 1.3µM* | ? | -16 | ? | ? | 1% | 12% | ?
O=C(Nc1ccc(OCC(=O)N2CCOCC2)cc1)c1cccc(Cl)c1 | -4% | 25% | -15% | 7.6µM* | 33% | -11 | 10% | 1% | -17% | 3% | 29%
Brc1cccc(OCCSc2ncccn2)c1 | 20% | 0% | -8% | ? | 7% | -3 | 22% | 36% | 3% | 12% | ?
O=c1c2ccccc2nc(-c2ccoc2)n1CCc1ccccc1 | -17% | 2% | 7% | -2% | -34% | 6 | -15% | 24% | 1% | -27% | -1%[1.84 µM]
COc1ccc(/C(C)=N/NC(=O)c2cc(-c3cccnc3)nc3ccccc23)cc1 | -18% | -2% | -17% | 0% | 2% | 28 | 4% | -11% | 0% | 19% | -2%
O=C(O)c1ccc(/C=N/N2CCN(C3c4ccccc4-c4ccccc43)CC2)cc1 | nt | -3% | 3% | 1% | 0% | -19 | -3% | 16% | -2% | -2% | 0%
CC(=O)N1CC(C)Sc2ccc(S(=O)(=O)NCc3ccccc3Cl)cc21 (stereo not drawn) | nt | -11% | -7% | 0% | -10% | 4 | -4% | 11% | nt | -10% | -4%
O=C(NCc1ccc2c(c1)OCO2)c1cc(Cl)ccc1Cl | -15% | 17% | -9% | -9% | -3% | 5 | 13% | -10%[1.91 µM] | -15% | 1% | 4%
